Screening results as filed in PubChem BioAssay.
aSyn yeast rescue – qHTS of alpha-syn Inhibitors: NCGC Sytravon Library Screen | AID 1347070, 2019 | S. cerevisiae alpha-synuclein toxicity rescue, BacTiter-Glo growth, 24 h | 94,000 tested, 0.02% active | Potency, µM (doses to about 46.1 µM), inactives show top-dose growth rescue (activation), hits mostly activators; active = well fitted activation curve with a large enough effect; inconclusive = small, poorly fitted or top-dose-only effect; also: 0% is about no effect
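Growth restoration measured by BacTiter-Glo luminescence after 24 hr at 30 deg C; alpha-synuclein yeast, raffinose-pregrown to mid-log, were added at OD600=0.02 in galactose medium onto pinned compounds.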
Active calls of the source: *; ? = inconclusive; [ ] = dose if it differs, or a comment. Potency is read from the fitted curve at half-maximal effect. A portion of the library, so the mix of outcomes need not match the whole.

Preview, six compounds:
canonical_smiles | aSyn yeast rescue
O=C(NCCc1ccccc1)C(=O)NCC(c1cccnc1)N1CCN(c2ccccc2)CC1 (stereo unspecified) | 3%
O=C(Cn1cnc2c(oc3ccccc32)c1=O)Nc1ccccc1C(F)(F)F | 7%
CCCCNC(=O)C(=O)NCCCn1ccnc1 | -7%
Nc1ccc(Cl)cc1C(=O)c1ccc[nH]1 | 12%
CCn1cc(C(=O)NCc2ccccc2Cl)c(=O)c2cc(S(=O)(=O)N3CCOCC3)ccc21 | 0%
CCOc1ccc2nc(N3CCN(C(=O)C(C)C)CC3)sc2c1 | 13%

Main list, repeating the preview:
canonical_smiles | aSyn yeast rescue
O=C(NCCc1ccccc1)C(=O)NCC(c1cccnc1)N1CCN(c2ccccc2)CC1 (stereo unspecified) | 3%
O=C(Cn1cnc2c(oc3ccccc32)c1=O)Nc1ccccc1C(F)(F)F | 7%
CCCCNC(=O)C(=O)NCCCn1ccnc1 | -7%
Nc1ccc(Cl)cc1C(=O)c1ccc[nH]1 | 12%
CCn1cc(C(=O)NCc2ccccc2Cl)c(=O)c2cc(S(=O)(=O)N3CCOCC3)ccc21 | 0%
CCOc1ccc2nc(N3CCN(C(=O)C(C)C)CC3)sc2c1 | 13%
O=C(Nc1nnc(-c2cc(Cl)ccc2Cl)o1)C1=COCCO1 | 6%
Cc1cccc(NC(=O)CCS(=O)(=O)c2ccccc2)n1 | 7%
O=C(NCC(c1cccs1)S(=O)(=O)c1cccs1)c1ccc(C(F)(F)F)cc1 (stereo unspecified) | 5%
COc1ccc(C(C#N)N2N=C(C)CC2c2ccccc2)cc1OC (stereo unspecified) | 1%
Fc1ccc(-c2noc3ncnc(NC4CCCCC4)c23)cc1 | -23%
COc1cccc(C(=O)Nc2cccc(C(=O)OCc3cc(=O)n4nc(C(C)C)sc4n3)c2)c1 | -2%
CC(=O)c1ccc(NC(=O)C(C)Sc2n[nH]c(-c3cccnc3)n2)cc1 (stereo unspecified) | 2%
Cc1ccc(C(=O)OCC(=O)Nc2c(C)nn(-c3ccccc3)c2C)c(O)c1 | -11%
Cc1nc2ccc(NC(=O)c3ccc(=O)[nH]c3)cc2s1 | 0%
COc1cc(NC(=O)CCCOc2ccc(Cl)cc2Cl)c(C(=O)O)cc1OC | 1%
CN(C)c1ccc(Cl)c(NC(N)=S)c1 | -3%
COc1cccc(-c2nc(CS(=O)(=O)CC(=O)NC3CCCc4ccccc43)c(C)o2)c1 (stereo unspecified) | 0%
CCOc1ccc(C(=O)Nc2ccc3oc(-c4ccc5ccccc5c4)nc3c2)cc1 | 4%
Cc1cccc([N+](=O)[O-])c1NC(=O)COC(=O)C1CC2CCCC(C1)C2=O (stereo unspecified) | -29%
CCOc1ccc(Nc2c(S(=O)(=O)c3ccccc3)cnc3ccc(F)cc23)cc1 | 8%
Cc1ccc(OCCNC(=O)/C=C/c2ccccc2)cc1 | 11%
CN1CCN(C(=S)NC(CC(=O)c2ccccc2)c2ccccc2)CC1 (stereo unspecified) | 11%
COc1cc(N=Nc2ccc(Br)cc2)cc(C=O)c1O | -52%[inhibitor]
Cc1ccc(C)c(Cn2c3ccccc3c3cnn(CC(=O)NC4CCCCCC4)c(=O)c32)c1 | -4%
COc1cc(Cl)c(C)cc1NC(=O)c1c(C)oc2nc(C)nc(N3CCCC3)c12 | 0%
O=c1[nH]c2ccc(Cl)cc2c(O)c1Cc1ccccc1 | 7%
CCNS(=O)(=O)c1ccc(-c2ccc(-n3cnnn3)cc2)cc1 | 2%
CCC(Oc1ccccc1F)C(=O)NCCN1CCOCC1 (stereo unspecified) | -11%
Clc1ccc(N2CCN(Cc3nnc(-c4ccc5c(c4)OCO5)o3)CC2)cc1 | 3%
O=C(COc1ccccc1[N+](=O)[O-])N1CCN(c2ccccn2)CC1 | 4%
CCN(CC)c1ccc(C(=O)NNC(=O)c2cccn2C)cc1 | -6%
O=C(COC(=O)/C=C/c1ccccc1)Nc1cccnc1Cl | -1%
O=C(Cn1ccc2cc(S(=O)(=O)N3CCCCC3)ccc21)NCc1cccc(Cl)c1 | -9%
CCOc1ccc(C(=O)c2cn(CC(=O)Nc3ccc(F)c(F)c3)c3cc4c(cc3c2=O)OCCO4)cc1 | -10%
C1CCN(CCC2CCCCN2)CC1 (stereo unspecified) | 3%
O=C(NCCS(=O)(=O)N1CCN(C(=O)c2ccco2)CC1)c1ccccc1 | -6%
CC(C)(C)c1ccc(CN2C(=O)c3ccccc3S2(=O)=O)cc1 | 11%
O=C(CN1c2ccccc2Sc2ccccc21)NNC(=O)Nc1cccc(Cl)c1 | -3%
Cc1c(C(=O)Nc2ccc(S(N)(=O)=O)cc2)oc2ccc(Cl)cc12 | 1%
O=C(Nc1ccc2nc(SCc3ccccc3)sc2c1)c1ccccc1F | 5%
Cc1cc(C(=O)NC2CCCc3ccccc32)ccc1[N+](=O)[O-] (stereo unspecified) | -8%
CCOc1ccc(CCNC(=O)CSc2nnnn2-c2ccc(C)cc2C)cc1OCC | -6%
CCC1CCCCN1S(=O)(=O)c1ccc(N2CCCCS2(=O)=O)cc1 (stereo unspecified) | 1%
O=C(NCCN1CCOCC1)C(=O)NCC1OCCN1S(=O)(=O)c1ccc(Cl)cc1 (stereo unspecified) | -3%

Structures from the list above with an aryl thioether with sulfur outside any ring (3):
canonical_smiles | aSyn yeast rescue
CC(=O)c1ccc(NC(=O)C(C)Sc2n[nH]c(-c3cccnc3)n2)cc1 (stereo unspecified) | 2%
O=C(Nc1ccc2nc(SCc3ccccc3)sc2c1)c1ccccc1F | 5%
CCOc1ccc(CCNC(=O)CSc2nnnn2-c2ccc(C)cc2C)cc1OCC | -6%

In a second layout: results already given
molecule: CCOc1ccc(CCNC(=O)CSc2nnnn2-c2ccc(C)cc2C)cc1OCC
  aSyn yeast rescue: -6%
molecule: CCC1CCCCN1S(=O)(=O)c1ccc(N2CCCCS2(=O)=O)cc1 (stereo unspecified)
  aSyn yeast rescue: 1%

Going on with the list.
canonical_smiles | aSyn yeast rescue
Cc1ccc(CSC2=Nc3ccccc3C3=NC(CCC(=O)N4CCN(c5ccccc5)CC4)C(=O)N23)cc1 (stereo unspecified) | 0%
C=CCN(C(=O)c1csnn1)C(C(=O)NCc1ccc(F)cc1)c1sccc1C (stereo unspecified) | 1%
Fc1ccccc1/C=N/n1cc(-c2ccccc2)[nH]c1=S | -7%
Cc1ccc(CN(Cc2ccco2)c2cnc(S(C)(=O)=O)nc2C(=O)Nc2ccccc2Br)o1 | 9%
COc1ccc(NC(=O)C2CCCN(S(=O)(=O)c3cccnc3)C2)c(OC)c1 (stereo unspecified) | 3%
COc1ccc(OC)c(-n2c(=O)[nH]c3cc(C(=O)NCCc4ccc(OC)c(OC)c4)ccc3c2=O)c1 | 1%
COc1ccc(N2C(=O)CSC23C(=O)N(CC(=O)Nc2ccccc2F)c2ccccc23)cc1 (stereo unspecified) | -6%
COc1cccc(Cn2nnc3c(=O)[nH]c(C4CCN(C(=O)c5ccccc5Cl)CC4)nc32)c1 | -7%
O=C(CCNC(=O)c1ccc([N+](=O)[O-])cc1)NCCC1=CCCCC1 | -7%
CCOC(=O)Cc1cc(=O)n2[nH]c(-c3ccccc3)c(-c3ccccc3)c2n1 | -5%
CC1Oc2ccccc2N(CC(=O)NC2CCCCC2)C1=O (stereo unspecified) | -1%
CCOc1ccc(OCC(=O)NCCS(=O)(=O)N2CCN(c3ccccc3F)CC2)cc1 | 1%
Cc1ccc(S(=O)(=O)N2CCOCC2)cc1C(=O)OCC(=O)Nc1ccc(Cl)cn1 | -5%
COc1ccc(-c2cn3nc(SCC(=O)Nc4cc(C)cc(C)c4)ccc3n2)cc1 | -1%
CCCCC(CC)CNC(=O)CN(C)S(=O)(=O)c1ccc2c(c1)c(=O)n(C)c(=O)n2C (stereo unspecified) | 1%

Remaining list, next part
| SMILES | aSyn yeast rescue |
| --- | --- |
| Cc1cc2ccccc2n1CCNC(=O)c1ccc(S(=O)(=O)N2CCCCC2)cc1 | -3% |
| COc1ccc(-n2c(=O)c3ccccc3n(Cc3ccccc3C)c2=O)c(OC)c1 | -2% |
| N#Cc1cnn(-c2cc(Cl)ccc2Cl)c1N | -3% |
| O=C(/C=C/c1cccc(F)c1)Nc1ccc(S(=O)(=O)Nc2ncccn2)cc1 | -4% |
| O=C(Nc1ccc2nc(SCC(=O)N3CCCC3)sc2c1)c1ccccc1F | -4% |
| COCCNC(=O)C(c1ccc(C)cc1)N(C(=O)CCC(=O)Nc1ccccn1)c1ccc(F)cc1 (stereo unspecified) | -6% |
| NS(=O)(=O)c1ccc(NC(=O)COC(=O)c2cc(Cl)ccc2[N+](=O)[O-])cc1 | -10% |
| CCN(CC)c1ccc(CNc2nc3ccccc3n2CC)cc1 | -9% |
| Cc1nn(C(=O)c2cccc(F)c2)c(C)c1S(=O)(=O)N1CCOCC1 | 4% |
| O=C(NCCc1ccc(Cl)cc1)C(=O)NCC(c1ccc2c(c1)OCO2)N1CCOCC1 (stereo unspecified) | -14% |
| Cc1nn(S(=O)(=O)c2ccc(F)cc2)c(C)c1S(=O)(=O)N1CCCCCC1 | 3% |
| CCCCCNC(=O)c1c[nH]c2ccc(S(=O)(=O)N3CCC(C)CC3)cc2c1=O | -6% |
| Cc1ccc(NC(=O)CN2C(=O)C(c3ccc(C)cc3)=NC23CCCCCC3)cc1 | 0% |
| CCCN(CCC)Cc1c(C(=O)N/N=C/c2c[nH]c3ccccc23)nnn1-c1nonc1N | 1% |
| Cc1nn2c(=O)cc(COC(=O)c3ccccc3NC(=O)C3CCCCC3)nc2s1 | -8% |
| CC1=C(C(=O)NCc2ccc(C)cc2)C2(CCCCC2)OC1=O | 2% |
| COCc1ccc(C(=O)NC2CCSc3ccccc32)cc1 (stereo unspecified) | -6% |
| COc1cccc(-n2c(=O)c3c(C)c(C)sc3n(Cc3ccccc3C#N)c2=O)c1 | 11% |
| O=C(NCCS(=O)(=O)NCc1ccccc1Cl)c1ccc2c(c1)OCO2 | 5% |
| CCOC(=O)C1CCN(C(=O)c2c(C)nn(-c3ccc(F)cc3)c2-n2cccc2)CC1 | -9% |
| Cc1ccc(CN2CCSc3ccc(C(=O)N4CCN(c5ccc(Cl)cc5)CC4)cc32)cc1 | 6% |
| Cc1ccc(C(=O)Nc2ccc3[nH]c(=O)c(=O)[nH]c3c2)cc1 | 1% |
| Cc1cc(NC(=O)N2CCC(CN3CCCCCC3)CC2)ccc1Br | 2% |
| C=CCN(CC=C)c1ccc(N2C(=O)C3CCCCC3C2=O)cc1[N+](=O)[O-] (stereo unspecified) | 0% |
| CCOC(=O)N1CCN(c2c(NCc3ccccc3Cl)c(=O)c2=O)CC1 | -4% |
| CCOC(=O)c1nn(-c2ccc(F)cc2)c2nc(Nc3ccccc3)cc(=O)n12 | 7% |
| Cc1cccc(C(=O)NCc2nc3ccccc3n2Cc2ccccc2Cl)c1 | 1% |
| CCOc1ccc(NC(=O)CSc2nc3ccsc3c(=O)n2CCC(C)C)cc1 | -3% |
| Cc1ccc(Cl)cc1Nc1nn2c(=O)c3ccc(C(=O)Nc4ccc(F)cc4)cc3nc2s1 | 2% |
| CC1CN(S(=O)(=O)c2ccc3c(c2)NC(=O)CC(=O)N3)c2ccccc2O1 (stereo unspecified) | 4% |
| COC(=O)C[C@H]1C[C@H]2c3cc(NC(=O)CC4CC4)ccc3O[C@H]2[C@H](CO)O1 | -3% |
| COc1cccc(CNS(=O)(=O)c2cnc(N)nc2)c1 | 1% |
| CCCCN(CC)C(=O)c1nn(C)c2c1CSc1ccccc1-2 | 0% |
| CC(=O)c1ccc(NC(=O)COCc2cc(-c3ccco3)on2)cc1 | -19% |
| COc1ccc(C(=O)CCC(=O)Nc2ccc(OC)c(Cl)c2)cc1 | -4% |
| Cc1oc2ccc(O)c(CN3CCN(C)CC3)c2c1C(=O)Nc1ccc(C(C)C)cc1 | -6% |
| CCC(=O)N1CCc2cc(S(=O)(=O)NC(C(=O)Nc3ccc(C(C)=O)cc3)C(C)C)ccc21 (stereo unspecified) | -9% |
| Cc1nc2cccnc2n1C1CCN(S(C)(=O)=O)CC1 | 0% |
| O=C(Cn1cc(SCc2cccc(Cl)c2)c2ccccc21)N1CCOCC1 | ? |
| COc1cn(CC(=O)Nc2ccccc2)c(CN2CCCCC2)cc1=O | 1% |
| COc1ccc(Cl)cc1NC(=O)CSc1nc(=O)n(Cc2ccco2)c2c1CCC2 | 1% |
| Cc1ccc(CNC(=O)C(Cc2ccccc2)NS(=O)(=O)c2ccc(Br)s2)cc1 (stereo unspecified) | 6% |
| Cc1ccc(-n2nc3c(N4CCCC(C(=O)NCc5ccccc5C)C4)nnc(C)c3c2C)cc1 (stereo unspecified) | -6% |
| COc1ccc(CN2CCNC(=O)C2CC(=O)N(C)Cc2ccncn2)c(OC)c1 (stereo unspecified) | 10% |
| Cn1c(-c2cccc(Br)c2)n[nH]c1=O | -10% |
| Cc1ccc(NC(=O)CC2Nc3cc(C)c(C)cc3NC2=O)c(C)c1 (stereo unspecified) | 4% |
| CCCCNC(=O)CN1C(=O)c2cccnc2Sc2ccccc21 | -5% |
| CNC(=O)COc1ccc(NC(=O)c2ccc(-c3nn(C)c(=O)c4ccccc34)cc2)cc1 | 0% |
| Oc1ccc2ccccc2c1C=Nc1ccccc1 | 16% |
| O=c1c(=O)n(-c2ccccc2)ccn1Cc1cccc(C(F)(F)F)c1 | -10% |
| CCOc1ccc(C(=O)NCCc2sc(-c3ccc(C)cc3)nc2C)cc1 | -13% |
| O=C(O)c1cc(NC(=O)c2ccc(Cl)c([N+](=O)[O-])c2)cc(C(=O)O)c1 | -5% |
| CN(C(=O)COC(=O)c1ccc(C#N)cc1)c1ccccc1 | 0% |
| CCc1ccccc1NS(=O)(=O)c1ccc2[nH]cc(C(=O)N(CC)Cc3ccccc3)c(=O)c2c1 | 5% |
| COc1ccc(-n2cc(-c3ccc4c(c3)OCO4)n(CC(=O)Nc3cccc(C)c3)c2=O)cc1 | -7% |
